Source: PubChem BioAssay (National Center for Advancing Translational Sciences (NCATS))
PI4K2A inh: inhibitors of human PI4K2A; AID 1346378; Q9BTU6; activity change, negative = inhibition, % at 76.9 µM; 0.13% of 420,000 active; purified PI4K2A, ADP-Glo luminescence, 1 h; active compounds read low; in the data active = activity change below about -50%; inconclusive = mostly about -30% to -49%;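 note: -100% = wells without enzyme as full effect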
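Compounds are screened against recombinant PI4K2A using PI as substrate and ATP, the latter dispensed at 300 microM. Reactions run one hour at ambient temperature before ADP-Glo detection; full inhibition defined by wells lacking enzyme.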
PGK inhibitor: T. brucei PGK inhibition. P07378. PGK/GAPDH coupled, Kinase-Glo luminescence, 60 min. Potency, µM (doses to about 57.5 µM), inactives show at the highest dose activity change, negative = inhibition, usual class: inhibitors. 0.043% of 380,000 active. AID 602233; note: potency is the fitted concentration of half-maximal effect; % is set by controls: 0 for no effect and ±100 for the full control effect; nearly all actives have a fitted effect of over 60% in size
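Recombinant glycosomal PGK reaction used 1,3-bisphosphoglycerate generated in-well by GAPDH (100nM final) in 100mM TEA pH 7.6, 5mM MgCl2, 0.01% Tween-20. After 60 minutes at room temperature, ATP was read by Kinase-Glo Plus luminescence end-point.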
USP1 inh: inhibitors of human USP1/UAF1 deubiquitinase | O94782 | recombinant USP1/UAF1, Ub-Rhodamine cleavage fluorescence | Potency, µM (doses to about 57.1 µM), for inactives: at the top dose activity change, negative = inhibition, usual class: inhibitors | 0.23% of 390,000 active | AID 743255; note: potency is the fitted concentration of half-maximal effect; % is set by controls: 0 for no effect and ±100 for the full control effect; nearly all actives have a fitted effect of over 60% in size; inactives centre near -12
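In this screen, compounds sit with the deubiquitinase complex (1nM) for 15 min at room temperature before Ub-Rho is added at 150nM final. Fluorescence rise is then followed for 6 reads every 60 seconds.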
HP1b binding inh: HP1-beta chromodomain-methylated histone interaction inhibition; P83916; AlphaScreen HP1-beta / biotin-H3K9me3 peptide binding; Potency, µM (doses to about 114 µM), for inactives: at the highest dose activity change, negative = inhibition, actives largely listed as inhibitors; 0.56% of 390,000 active; AID 540317; note: potency is the fitted concentration of half-maximal effect; nearly all actives have a fitted effect of over 70% in size; inactives centre near 23
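HP1-beta protein (50 nM final) preincubated 30 min at room temperature with biotinylated H3(1-18)K9me3 peptide (50 nM) in PBS pH 7.4, 0.01% Tween-20, then compound added for 30 min. AlphaScreen streptavidin donor/nickel chelate acceptor beads (10 ug/mL final), 30 min dark, luminescence read.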
GLS inhibitor: blocks human kidney-isoform glutaminase activity. O94925. GLS enzymatic activity, qHTS titration. Potency, µM (series often up to 45.5 µM), for inactives: at the highest dose activity change, negative = inhibition, most hits filed as inhibitors. 0.21% of 410,000 active. AID 624170; note: potency is the fitted concentration of half-maximal effect; % is set by controls: 0 for no effect and ±100 for the full control effect
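Two-point fluorescence kinetic (t0, 30 min RT) for hKGA; glutamate detected via glutamate oxidase–HRP–Amplex Red. Substrate: 1 mM L-glutamine solution; buffer 45 mM KH2PO4, pH 8.2.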
Pin1 inh: inhibitors of human Pin1. Q13526. Pin1 FP peptide displacement, HiFluor488, 10 min. Potency, µM (titrated, usually from 115 µM), for inactives: at the highest dose activity, negative = inhibition, most hits filed as inhibitors. 0.009% of 390,000 active. AID 504891; active = well fitted inhibition curve with a large enough effect in the polarisation, with a control signal flat, not every such curve was filed as active; inconclusive = small, poorly fitted or top-dose-only effect, or effect the other way, or a change in a side signal; inactive = no such curve, though single readings can be large or run the other way; the % refers to the polarisation; note: potency is the fitted concentration of half-maximal effect; % is set by controls: 0 for no effect and ±100 for the full control effect
Target sequence (Q13526 whole entry, looked up): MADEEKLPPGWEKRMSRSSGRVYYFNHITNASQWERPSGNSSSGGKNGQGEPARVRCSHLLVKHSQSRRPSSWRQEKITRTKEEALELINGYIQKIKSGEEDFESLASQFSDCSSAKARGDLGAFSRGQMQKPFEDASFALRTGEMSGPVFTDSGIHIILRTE
TrxR1 substrate: is turned over as a substrate by rat TrxR1; Potency, µM (titrated, usually from 114 µM), for the others: at the top dose activity change, negative = substrate turnover; purified TrxR1 substrate turnover, NADPH consumption readout; AID 588456; 0.01% of 390,000 active; note: potency is the fitted concentration of half-maximal effect; % is set by controls: 0 for no effect and ±100 for the full control effect; nearly all actives have a fitted effect of over 50% in size
Target sequence (O89049 whole entry, looked up): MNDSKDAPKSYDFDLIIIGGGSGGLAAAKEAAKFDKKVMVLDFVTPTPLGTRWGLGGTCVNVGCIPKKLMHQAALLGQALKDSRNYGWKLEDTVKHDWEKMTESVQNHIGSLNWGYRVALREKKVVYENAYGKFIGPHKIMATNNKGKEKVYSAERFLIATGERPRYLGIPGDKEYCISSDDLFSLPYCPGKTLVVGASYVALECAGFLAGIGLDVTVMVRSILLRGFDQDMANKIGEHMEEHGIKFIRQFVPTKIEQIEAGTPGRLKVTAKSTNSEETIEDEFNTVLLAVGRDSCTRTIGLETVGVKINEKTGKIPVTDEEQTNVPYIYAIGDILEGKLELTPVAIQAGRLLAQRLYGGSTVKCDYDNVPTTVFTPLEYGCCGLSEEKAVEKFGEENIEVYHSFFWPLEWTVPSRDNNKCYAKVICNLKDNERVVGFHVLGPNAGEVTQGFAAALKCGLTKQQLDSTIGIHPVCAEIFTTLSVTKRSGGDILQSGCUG
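Rat TrxR1, dispensed at 90 nM, was prereduced with 400 uM NADPH (final) for 5 min at ~22 deg C, then incubated with compound 15 min before 400 uM selenite. A first-read NADPH fluorescence drop versus no-compound background flagged substrates.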
mIDH1 inhibitor: human IDH1 R132H inhibition. O75874. IDH1-R132H enzyme, NADPH consumption, diaphorase/resazurin fluorescence. Potency, µM (doses to about 76.6 µM), without a hit: at the highest dose activity change, negative = inhibition, usual class: inhibitors. 0.093% of 390,000 active. AID 602179; note: potency is the fitted concentration of half-maximal effect; % is set by controls: 0 for no effect and ±100 for the full control effect; nearly all actives have a fitted effect of over 65% in size
Target sequence (O75874 whole entry R132H, stated change not applied): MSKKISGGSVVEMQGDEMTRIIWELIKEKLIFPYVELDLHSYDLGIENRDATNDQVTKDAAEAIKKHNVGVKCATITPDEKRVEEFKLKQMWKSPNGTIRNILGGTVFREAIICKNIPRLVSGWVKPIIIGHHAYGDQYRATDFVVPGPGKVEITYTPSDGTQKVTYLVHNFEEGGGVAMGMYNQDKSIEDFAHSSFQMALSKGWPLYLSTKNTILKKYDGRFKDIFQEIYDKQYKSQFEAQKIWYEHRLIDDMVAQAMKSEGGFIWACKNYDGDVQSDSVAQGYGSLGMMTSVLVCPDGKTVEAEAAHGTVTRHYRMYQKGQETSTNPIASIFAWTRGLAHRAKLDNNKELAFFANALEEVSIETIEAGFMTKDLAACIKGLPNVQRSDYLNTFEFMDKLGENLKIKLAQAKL
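IDH1-R132H (0.5 ug/mL dispensed) in pH 7.5 Tris buffer was preincubated 30 min with compound, then given a substrate mix of 0.016 mM NADPH and 2 mM alpha-KG for 80 min at room temperature; remaining NADPH was read by diaphorase/resazurin fluorescence.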
TrxR1 inh: inhibitors of rat thioredoxin reductase 1; O89049; recombinant rTrxR1, NADPH fluorescence consumption, selenite substrate; Potency, µM (titrated, usually from 114 µM), for inactives: at the top dose activity change, negative = inhibition, hits mostly inhibitors; 1% of 390,000 active; AID 588453; note: potency is the fitted concentration of half-maximal effect; % is set by controls: 0 for no effect and ±100 for the full control effect; nearly all actives have a fitted effect of over 65% in size
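Rat TrxR1 (90 nM in the dispensed reagent) was pre-reduced with 400 uM NADPH for 5 min at room temperature, then incubated with compound for 15 min. After 400 uM selenite was added, NADPH fluorescence (Ex 340/Em 450 nm) was followed for 8 min.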
* = called active by the depositor; i = inactive; ? = inconclusive; · = not tested or not shown; [ ] = another dose, or the depositor's remark. Unless noted, calls come from the whole dose curve; as a rule, active = well fitted curve in the direction sought with a large enough effect; inconclusive = small, poorly fitted or top-dose-only effect, or another doubt; inactive = no such curve, though single readings can be large; an effect the other way counts as inactive or inconclusive.

SMILES	PI4K2A inh	PGK inhibitor	USP1 inh	HP1b binding inh	GLS inhibitor	Pin1 inh	TrxR1 substrate	mIDH1 inhibitor	TrxR1 inh
COc1cccc(C(=O)Nc2nnc(S(=O)(=O)N3CCCc4ccccc43)s2)c1	2	-16%	-13%	-20%	16%	-4%	3%	50%[activator]	31%
C(=N/n1c2ccccc2c2ccccc21)/c1ccco1	-13	-6%	-10%	35µM*	-1%	-2%	-4%[57.1 µM]	-1%	0%[57.1 µM]
CC(CCCC(C)(C)O)NC(=O)c1cc(COc2ccc3ncccc3c2)on1 (centres undefined)	2	-3%	-7%	31%	-5%	1%	-6%[57.1 µM]	4%	17%[57.1 µM]
COCOCCn1cc(CN2CCS(=O)(=O)N(Cc3ccc(-c4ccc(Cl)nc4)cc3)C(C)C2=O)nn1 (centres undefined)	-1	5%	-8%	·	11%	·	·	-10%	·
Cc1nnc(NC(=O)C2(c3ccccc3)CCOCC2)s1	4	5%	-5%	-11%	-17%	2%	-15%	-5%	?
CC(C)Cc1nc2ccccc2n1CCc1ccccc1	1	2%	-20%	41%[activator]	-11%	6%	7%[57.1 µM]	2%	8%[57.1 µM]
Cc1ccc(C(=O)N/N=C\c2ccc(-c3ccc(Cl)c(Cl)c3)o2)cn1	-14	-8%	-18%	6%	1%	17%	61%[activator]	-6%	13%
COC(=O)C1=NNCC12CC(=O)N(c1ccc(Br)cc1)C2=O (centres undefined)	2	-8%	1%	59%[activator]	11%	-3%	11%[57.1 µM]	8%	22%[57.1 µM]
C[C@H](NC(=O)OCc1ccccc1)C(=O)NNC(=O)[C@H](Cc1ccccc1)NC(=O)OC(C)(C)C	-3	-4%	-34%	42%[activator]	7%	5%	5%[57.1 µM]	-10%	9%[57.1 µM]
COc1ccccc1NC(=S)NC(=O)c1ccc(-c2ccc(Cl)cc2)o1	8	·	-18%	11%	20%	22%	8%	0%	-13%
CCOC(=O)c1c(C)nsc1NC(=O)c1ccco1	-12	9%	-10%	38%	-3%	1%	0%	7%	7%
Cc1ccc(NC(=O)Cn2nc(C)c3nn(-c4ccc(Cl)cc4)c(C)c3c2=O)cc1F	1	-1%	?	16%[57 µM]	-1%	10%	2%[57.1 µM]	-9%	31%[57.1 µM]
CNC(=O)Cn1nc(-c2ccc(C)c(S(=O)(=O)N(C)C)c2)c2ccccc2c1=O	1	12%	0%	26%	1%	0%	9%	-2%	12%
COc1cc(NC(=O)C2CC(=O)NC3=C2C(=O)CCC3)cc(OC)c1 (centres undefined)	-4	-1%	-8%	30%	-5%	1%	4%	2%	13%
CCn1c(C)c(C)c2cc(C(=O)NCCc3ccc(C)cc3)ccc21	1	3%	-6%	11%	5%	38%[activator]	5%[57.1 µM]	6%	13%[57.1 µM]
CC[C@@H](NS(=O)(=O)c1ccc(C)cc1)C(=O)Oc1ccc2c3c(c(=O)oc2c1)CCC3	6	3%	-23%	49%[activator]	8%	-1%	36%	4%	-13%
CCCOc1ccc(C(=O)C(c2ccccc2)N2CCOCC2)cc1 (centres undefined)	-11	-7%	-5%	24%	0%	2%	3%	8%	21%
CCOC(=O)C/C(C)=N\Nc1nc(-c2ccccc2)cs1	-1	0%	-2%	-25%	-16%	-3%	-3%[57.1 µM]	1%	9%[57.1 µM]
C#CCOCCOCCOCCNc1nc(N2CCN(C(=O)C([C@@H](C)CC)n3cc(C(N)CO)nn3)CC2)nc(N2CCN(C(=O)[C@H](CCC(=O)O)n3cc(C(N)CC(C)C)nn3)CC2)n1 (some centres undefined)	-2	-5%	-19%	62%[activator]	6%	3%	-1%	11%	-7%
O=C(NC1CCCC1)c1cccc(NC(=O)c2ccco2)c1	-2	-6%	-7%	24%	·	-1%	-1%	3%	-11%
CCn1cc(/C=C(\NC(=O)c2ccccc2)C(=O)NCCCN2CCOCC2)c2ccccc21	6	i	-11%	33%	-6%	-8%	-10%	-6%	6%
Cc1cc([N+](=O)[O-])nn1CCC(=O)NC1CCCCCC1	-11	-2%	-24%	22%	0%	39%[activator]	-2%	0%	3%
O=C(Nc1ccccc1-c1ccccc1)c1ccccc1	-3	-1%	-2%	40%[activator]	3%	-5%	4%	-1%	13%
O=c1cc(N2CCC3(CC2)OCCO3)[nH]c(=O)n1-c1ccc(Br)cc1	1	12%	-16%	13%	6%	2%	8%[57.1 µM]	7%	?
N#C/C(=C\c1c(F)cccc1Cl)S(=O)(=O)c1ccccn1	3	2%	-5%	13%	-7%	?	7%[57.1 µM]	0%	43%
Following part:
SMILES	PI4K2A inh	PGK inhibitor	USP1 inh	HP1b binding inh	GLS inhibitor	Pin1 inh	TrxR1 substrate	mIDH1 inhibitor	TrxR1 inh
CN(C)S(=O)(=O)c1cccc(COC(=O)c2ccc(Cl)cc2O)c1	8	-4%	-24%	26%	-11%	6%	0%	0%	19%
CC(C)n1c(-c2ccc(C(C)(C)C)cc2)n[nH]c1=S	-3	0%	-14%	15%	?	1%	-2%	4%	-14%
CC(C)(C)c1ccc(C(=O)N/C(=C\c2cccs2)C(=O)NCc2ccco2)cc1	0	-1%	-25%	-16%	-3%	10%	-8%	-1%	7%
Clc1ccc(Nc2ncnc3c2cnn3-c2ccccc2)cc1	0	2%	?	86%[activator]	-4%	0%	13%	33%[activator]	34%
Cc1ccc(NC(=O)C(=O)NCCOc2ccccc2Cl)cc1	-2	10%	8%	23%	8%	2%	4%	1%	8%
Cc1cccc(N=Nc2c(C)[nH]n(-c3ccccc3)c2=O)c1	-1	i	-7%	?	0%	-12%	1%[57.1 µM]	-10%	19%[57.1 µM]
CC(C(=O)Nc1cccnc1)N1C(=O)c2ccccc2C1=O (centres undefined)	-3	i[11.5 µM]	-9%	21%	0%	-1%	8%	1%	20%
CC(C)C(NS(=O)(=O)c1cccs1)C(=O)NCCN1CCN(c2ccccc2)CC1 (centres undefined)	3	1%	-1%	1%	17%	11%	-6%	1%	7%[57.1 µM]
Cc1cc(C)cc(C(=O)NCC(=O)OCc2nc(N)nc(Nc3ccccc3C)n2)c1	0	-11%	-25%	33%	-5%	1%	-3%	1%	17%
Cc1cccc(-n2nc3c(c2NC(=O)C(C)C)CS(=O)(=O)C3)c1C	11	-1%	-4%	0%	-5%	-7%	2%	8%	8%
COc1ccc(C(CNS(=O)(=O)c2ccc(NC(C)=O)c(OC)c2)N2CCCCC2)cc1 (centres undefined)	3	5%	-2%	35%	4%	-1%	7%	2%	16%
CC1CCCCC1NS(=O)(=O)c1ccc(-n2cnnn2)cc1 (centres undefined)	0	-3%	-6%	-11%	1%	8%	-12%	-1%	-20%
CCC(C)C(CO)NCCCn1ccc(NC(=O)OCc2ccccc2)nc1=O (centres undefined)	-4	-1%	-22%	·	-1%	·	·	3%	·
Cc1cc(C(=O)Nc2cccc(/C=C/C(=O)O)c2)c(C)o1	6	-8%	-10%	8%	-3%	0%	11%	-10%	1%
C=CCC(CC=C)(CNC(=O)C(=O)Nc1ccc(Br)cc1)c1ccc(OC)c(OC)c1	0	3%	-20%	8%	8%	-3%	-9%	18%	-13%
CCOC(=O)C(CC)Sc1nc2c(cnn2-c2ccc(F)cc2)c(=O)[nH]1 (centres undefined)	-1	3%	-17%	26%	7%	6%	3%	-6%	11%
CC(=O)N1CCSc2ccc(S(=O)(=O)NCc3ccc(F)cc3)cc21	-2	-1%	-16%	8%	2%	29%	3%	5%	22%
CCCn1c(SCC(=O)NC2CCCCC2)nnc1C1CC1	5	2%	2%	21%	0%	5%	5%	-1%	5%
O=C(CCS(=O)CCC(=O)NCc1ccccc1)NCc1ccccc1	0	-2%	-7%	40%[activator]	-1%	-11%	0%	-1%	7%
Cc1nc2cc(-c3ccccc3)nn2c(C)c1CCC(=O)N1CCN(c2ccc(F)cc2)CC1	0	3%	-20%	5%	-1%	3%	28%	3%	71%[activator]
Cc1ccsc1/C=N/NC(=O)C(O)c1ccccc1 (centres undefined)	6	-5%	-18%	32%	-7%	-2%	-6%	1%	-4%
N#CC1(CCCN2CCCCC2)c2ccccc2CCc2ccccc21	3	-8%	-22%	19%	0%	-7%	4%	7%	26%
COc1cc(C(CC(=O)Nc2ccc(Br)cn2)N2Cc3ccccc3C2=O)cc(OC)c1OC (centres undefined)	-4	9%	-29%	44%[activator]	2%	0%	2%	-14%	16%
CC(O)CNc1nc2c(c(=O)n(C)c(=O)n2C)n1Cc1cccc(Br)c1 (centres undefined)	-2	-5%	-7%	10%	1%	0%	14%	4%	24%
CC(=O)Nc1c(O)n(C)c2ccccc12	8	-3%	-5%	11%	-2%	-7%	9%	5%	29%
CC1(C)CC(C)(c2ccc(O)cc2O)N(c2cccc(Cl)c2)C(=S)N1 (centres undefined)	-4	i	-29%	-14%	-2%	-13%	-9%[57.1 µM]	4%	1%[57.1 µM]
CCC(COC(=O)Nc1ccccc1)NC(=O)OC(C)C (centres undefined)	2	-10%	-11%	16%	-3%	-3%	-4%[57.1 µM]	-13%	1%[57.1 µM]

Part of the list above, showing only mIDH1 inhibitor:
mol	mIDH1 inhibitor
CCOC(=O)c1c(C)nsc1NC(=O)c1ccco1	7%
Cc1ccc(NC(=O)Cn2nc(C)c3nn(-c4ccc(Cl)cc4)c(C)c3c2=O)cc1F	-9%

The list is partial. The share of hits here may be higher or lower than overall.
